Source: PubChem BioAssay
P. falciparum M1AAP: P. falciparum M1AAP inhibitors, biochemical, fluorogenic H-Leu-NHMec substrate, 1536-well (AID 1445); inhibition, % at 30 µM, or IC50 in µM where a hit was titrated; 220,000 compounds, 0.42% hits; Aminopeptidase N (Plasmodium falciparum (isolate 3D7)); recombinant M1AAP, H-Leu-NHMec fluorogenic kinetic assay; higher % means a stronger effect;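 active = primary inhibition above the hit cutoff, then over 50% inhibition at one or more dose response concentrations, cut at about 23% in these data, passing the limit was not always enough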;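 also: plate controls were DMSO full reaction for no effect and no enzyme background for full effect; strong numbers were not always called active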
WT yeast gro inh: growth inhibition of WT strain, primary screen, mitochondrial fusion inhibitor project, WT and mutant strains, chemical genetic | 190,000 compounds, 2.1% hits | inhibition, % at 10 µM | mitochondrial fusion phenotypic screen; in the data active = inhibition above about 58%; tested in S. cerevisiae
XIAP displacement: XIAP antagonists, biochemical, IAP family, fluorescence polarization (AID 1018). E3 ubiquitin-protein ligase XIAP (Homo sapiens). XIAP BIR domain, fluorescence polarization peptide displacement; higher % means a stronger effect. displacement, % at 20 µM; hits with a dose series show IC50 in µM. 200,000 compounds, 0.007% hits; in the data active = displacement above about 50%; also: a part of the inactive calls stands beside numbers as strong as those of hits
Yfh1-depleted yeast: enhancers of respiration in Yfh1-depleted yeast, dose response, Friedreich's ataxia, plus single-dose screen (AID 1465) | one-dose fold induction at 50 µM; EC50 in µM for titrated hits | S. cerevisiae Yfh1-off respiration, WST-1 reduction, 72 h; higher fold induction means a stronger effect | 220,000 compounds, 0.074% hits;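 active = fold induction of absorbance versus untreated yeast above a set limit, then at least 30% activation at any dose in follow-up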;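 also: activators that raise dye reduction in frataxin-depleted yeast; strong numbers were not always called active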
PMI inhibitors: inhibitors of human PMI, primary screen, biochemical, fluorescence intensity, coupled assay (AID 1209); inhibition, % at 20 µM; hits with a dose series show IC50 in µM; purified PMI enzyme, coupled fluorescence intensity; higher % means a stronger effect; Mannose-6-phosphate isomerase (Homo sapiens); 190,000 compounds, 0.42% hits;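 also: plate controls were DMSO vehicle for no effect and wells lacking substrate for full effect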
P. falciparum M17LAP: P. falciparum M17LAP inhibitors, primary screen, biochemical, fluorogenic H-Leu-NHMec substrate, 1536-well (AID 1619); inhibition, % at 30 µM; hits with a dose series show IC50 in µM; 220,000 compounds, 0.38% hits; recombinant M17LAP, H-Leu-NHMec fluorogenic kinetic assay; higher % means a stronger effect;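 active = compound inhibiting the enzyme by more than half at any dose during confirmatory dose-response retesting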;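 also: plate controls were full reaction with DMSO carrier for no effect and no enzyme background for full effect; strong numbers were not always called active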
LYP phosphatase: inhibitors of LYP phosphatase, biochemical, fluorescence intensity, uHTS (AID 1779) | Tyrosine-protein phosphatase non-receptor type 22 (Homo sapiens) | recombinant LYP phosphatase, fluorescence intensity; higher % means a stronger effect | inhibition, % at 11.5 µM, or IC50 in µM where a hit was titrated | 290,000 compounds, 0.054% hits;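 also: plate controls were vehicle with enzyme for no effect and no enzyme for full effect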
TNAP activation fold: human TNAP enzyme activators, primary screen, biochemical, luminescent, no phosphate acceptor, uHTS (AID 1001); purified TNAP, luminescent activation assay, no phosphate acceptor; higher activation fold means a stronger effect; one-dose activation fold at 20 µM; EC50 in µM for titrated hits; 200,000 compounds, 0.03% hits; in the data active = activation fold from about 3, or a potency from the dose series; inactive = the rest, 99 in 100 with activation fold below about 1.6; also: many of its hits are not listed in these tables
PMI inhibition: human PMI inhibitors, high substrate, primary screen, biochemical, fluorescence intensity, high mannose 6-phosphate (AID 1220). 190,000 compounds, 0.66% hits. recombinant PMI enzyme, coupled fluorescence intensity; higher % means a stronger effect. inhibition, % at 20 µM; hits with a dose series show IC50 in µM
WT yeast gro inh mutant strain: further read-out of WT yeast gro inh, marked with its call; inhibition, %; mitochondrial fusion phenotypic screen, mutant strain inhibition
Starred values were filed as active, the others as inactive. Rule as the data show it, unless noted: active = inhibition above about 50%; inactive = the rest.

CCn1c(CNC(=O)c2ccco2)nnc1SCC(=O)Nc1cc(C)c(C)cc1Br was read as P. falciparum M1AAP 2.1%, WT yeast gro inh -16.1, XIAP displacement -2.9%, Yfh1-depleted yeast inactive, PMI inhibitors 0.1%, P. falciparum M17LAP 28.4%, LYP phosphatase -11.2%, TNAP activation fold 1.2, PMI inhibition -6.5% and WT yeast gro inh mutant strain -2.0.
For CCOc1ccc(CN(C(=O)c2cc3ccccc3oc2=O)C2CCS(=O)(=O)C2)cc1 (stereo not given) the results were P. falciparum M1AAP 1.5%, Yfh1-depleted yeast inactive, P. falciparum M17LAP -4.8% and LYP phosphatase -2.9%.
`CS(=O)(=O)n1nc(-c2ccc(Cl)cc2)nc1SCc1ccccc1` gave P. falciparum M1AAP 1.1%, WT yeast gro inh 55.4, XIAP displacement -15.2%, Yfh1-depleted yeast inactive, PMI inhibitors 6.7%, P. falciparum M17LAP 6.2%, LYP phosphatase -0.8%, TNAP activation fold 0.3, PMI inhibition -1.6% and WT yeast gro inh mutant strain 48.0.
For C/C(CCC(=O)OC[C@H]1O[C@H](C#Cc2ccccc2)C=C[C@@H]1Oc1ccc(C)cc1)=N\OC[C@@H](O)[C@H]1O[C@@H]2OC(C)(C)O[C@@H]2[C@H]1O the results were P. falciparum M1AAP 8.7%, WT yeast gro inh 37.3, XIAP displacement -6.4%, PMI inhibitors 5.4%, P. falciparum M17LAP 5.8%, LYP phosphatase 8.4%, TNAP activation fold 1, PMI inhibition 2.6% and WT yeast gro inh mutant strain -12.3.
Screening COc1ccc(CNC(=O)c2ccc(CS(=O)(=O)Cc3ccccc3F)o2)cc1 returned P. falciparum M1AAP -0.9%, WT yeast gro inh -13.3, XIAP displacement -7.7%, Yfh1-depleted yeast inactive, PMI inhibitors -8.0%, P. falciparum M17LAP 17.6%, LYP phosphatase -1.9%, TNAP activation fold 1.1, PMI inhibition 4.9% and WT yeast gro inh mutant strain 0.7.
Screening C=CCN1CCN(C(c2ccccc2)c2nnnn2CCC(C)C)CC1 (stereo not given) returned P. falciparum M1AAP -10.3%, WT yeast gro inh -9.8, XIAP displacement 5.0%, Yfh1-depleted yeast inactive, PMI inhibitors -5.9%, P. falciparum M17LAP -8.3%, LYP phosphatase 37.9%, TNAP activation fold 1.1, PMI inhibition -7.3% and WT yeast gro inh mutant strain 4.0.
Screening COc1ccccc1OCC(=O)OCC(=O)Nc1sccc1C(N)=O returned P. falciparum M1AAP 0.8%, WT yeast gro inh -15.3, XIAP displacement -5.9%, Yfh1-depleted yeast inactive, PMI inhibitors 13.7%, P. falciparum M17LAP -0.5%, LYP phosphatase -3.0%, TNAP activation fold 1.1, PMI inhibition 10.8% and WT yeast gro inh mutant strain -30.7.
`NC(=O)CC(NC(=O)OCc1ccccc1)C(=O)O` (stereo not given) gave P. falciparum M1AAP 8.3%, WT yeast gro inh 4.1, XIAP displacement -7.5%, Yfh1-depleted yeast inactive, PMI inhibitors -3.9%, P. falciparum M17LAP -6.4%, LYP phosphatase -11.0%, TNAP activation fold 1.1, PMI inhibition -5.7% and WT yeast gro inh mutant strain 18.9.
Screening CCCn1c(/C=C/c2ccco2)nc2ccccc21 returned P. falciparum M1AAP 5.7%, WT yeast gro inh 8.9, XIAP displacement -12.4%, Yfh1-depleted yeast inactive, PMI inhibitors -21.9%, P. falciparum M17LAP -2.4%, LYP phosphatase -5.6%, TNAP activation fold 1, PMI inhibition -9.6% and WT yeast gro inh mutant strain -15.6.
COc1cc(-c2cc(C(=O)Nc3nc4ccccc4s3)c3ccccc3n2)cc(OC)c1OC was read as P. falciparum M1AAP 3.0%, WT yeast gro inh 19.5, XIAP displacement -7.9%, Yfh1-depleted yeast inactive, PMI inhibitors 7.0%, P. falciparum M17LAP 4.3%, LYP phosphatase 4.7%, TNAP activation fold 1.3, PMI inhibition -1.8% and WT yeast gro inh mutant strain 0.0.
C=CCOc1c(Br)cc(CNc2nccs2)cc1OC was read as P. falciparum M1AAP 6.3%, WT yeast gro inh 6.6, XIAP displacement -6.1%, Yfh1-depleted yeast inactive, PMI inhibitors 8.0%, P. falciparum M17LAP 0.6%, LYP phosphatase -0.6%, TNAP activation fold 1, PMI inhibition 7.7% and WT yeast gro inh mutant strain -3.9.
Screening CC1(c2nnc(-c3ccc(F)cc3)o2)CC(c2c(Cl)cccc2Cl)=NO1 (stereo not given) returned P. falciparum M1AAP 4.9%, Yfh1-depleted yeast inactive, P. falciparum M17LAP 4.8% and LYP phosphatase -1.9%.
CC(C)(C)OC(=O)N1CCC(c2c(C(=O)O)cnn2-c2ccccc2Cl)CC1 was read as P. falciparum M1AAP 5.3%, WT yeast gro inh 3.4, XIAP displacement -2.3%, Yfh1-depleted yeast inactive, PMI inhibitors 2.9%, P. falciparum M17LAP -12.1%, LYP phosphatase -2.3%, TNAP activation fold 1.1, PMI inhibition 6.8% and WT yeast gro inh mutant strain 2.8.
`CCCc1cc(=O)[nH]c(SCC(=O)c2c(C)[nH]c3ccccc23)n1` gave P. falciparum M1AAP -2.1%, Yfh1-depleted yeast inactive, P. falciparum M17LAP -1.4% and LYP phosphatase -10.7%.
Screening Cc1cccn2c(=O)c(/C=C(\C#N)C(=O)NCc3ccco3)c(N3CCCC(C)C3)nc12 (stereo not given) returned P. falciparum M1AAP 3.6%, WT yeast gro inh 51.0, XIAP displacement -3.4%, Yfh1-depleted yeast inactive, PMI inhibitors 8.3%, P. falciparum M17LAP 13.5%, LYP phosphatase -34.6%, TNAP activation fold 0.9, PMI inhibition 0.4% and WT yeast gro inh mutant strain 2.6.
For N#CC1=C(N)OC2=C(C(=O)CCC2)C1CCc1ccccc1 (stereo not given) the results were P. falciparum M1AAP 6.7%, WT yeast gro inh -10.5, XIAP displacement -9.6%, Yfh1-depleted yeast inactive, PMI inhibitors 16.7%, P. falciparum M17LAP 14.5%, LYP phosphatase -10.1%, TNAP activation fold 1.1, PMI inhibition 5.0% and WT yeast gro inh mutant strain -13.4.
Screening O=C(CCN1CCCCC1)c1ccc2c(c1)OCCO2 returned P. falciparum M1AAP -8.0%, WT yeast gro inh 6.3, XIAP displacement -0.4%, Yfh1-depleted yeast inactive, PMI inhibitors 36.1%, P. falciparum M17LAP -1.7%, LYP phosphatase -0.6%, TNAP activation fold 1.1, PMI inhibition 43.0% and WT yeast gro inh mutant strain 27.3.
For O=[N+]([O-])c1ccc(N2CCCCC2)c(-c2nn[nH]n2)c1 the results were P. falciparum M1AAP 11.3%, WT yeast gro inh -8.8, XIAP displacement 16.5%, Yfh1-depleted yeast inactive, PMI inhibitors -0.3%, P. falciparum M17LAP 2.1%, LYP phosphatase -1.3%, TNAP activation fold 0.9, PMI inhibition -0.1% and WT yeast gro inh mutant strain 6.2.
`COc1cccc(CC2(CO)CCCN(CC3=Cc4cc(OC)ccc4OC3)C2)c1` (stereo not given) gave P. falciparum M1AAP -0.3%, WT yeast gro inh 20.8, XIAP displacement -10.8%, Yfh1-depleted yeast inactive, PMI inhibitors 9.7%, P. falciparum M17LAP -2.8%, LYP phosphatase -3.1%, TNAP activation fold 1.1, PMI inhibition 8.0% and WT yeast gro inh mutant strain 19.2.
`COc1ccc(CNC(=O)Cn2cc3c(n2)CCCCC3)cc1` gave P. falciparum M1AAP -0.5%, WT yeast gro inh 6.2, XIAP displacement -4.1%, Yfh1-depleted yeast inactive, PMI inhibitors 6.0%, P. falciparum M17LAP 11.7%, LYP phosphatase -1.1%, TNAP activation fold 1.1, PMI inhibition 0.9% and WT yeast gro inh mutant strain 12.0.
Screening COC(=O)c1c(O)cc(=O)n2c1CCCCC2 returned P. falciparum M1AAP 0.4%, WT yeast gro inh -7.4, XIAP displacement -4.2%, Yfh1-depleted yeast inactive, PMI inhibitors -2.2%, P. falciparum M17LAP -4.2%, LYP phosphatase -5.0%, TNAP activation fold 1.1, PMI inhibition 7.7% and WT yeast gro inh mutant strain 2.6.
Screening COc1ccc(N=C2SCC(=O)N2c2ccc(OC)cc2)cc1 returned P. falciparum M1AAP 7.3%, WT yeast gro inh 10.3, XIAP displacement -0.6%, PMI inhibitors -1.8%, P. falciparum M17LAP 3.4%, LYP phosphatase 0.2%, TNAP activation fold 1.1, PMI inhibition -4.6% and WT yeast gro inh mutant strain 9.2.
Screening CCC1=Nc2cc(C(=O)NCC3CCCO3)ccc2Sc2ccc(Cl)cc21 (stereo not given) returned P. falciparum M1AAP 7.8%, Yfh1-depleted yeast inactive, P. falciparum M17LAP 3.6% and LYP phosphatase -0.5%.
For COc1ccc(CNC(=O)COC(=O)CCc2c[nH]c3ccccc23)cc1 the results were P. falciparum M1AAP 11.3%, WT yeast gro inh -5.2, XIAP displacement -1.1%, Yfh1-depleted yeast inactive, PMI inhibitors 4.6%, P. falciparum M17LAP -3.7%, LYP phosphatase -7.3%, TNAP activation fold 1.1, PMI inhibition 0.3% and WT yeast gro inh mutant strain -19.8.
`CCC(CC)=C(C#N)C(=O)NC1CCCCC1` gave P. falciparum M1AAP 7.2%, WT yeast gro inh -24.7, XIAP displacement 0.6%, Yfh1-depleted yeast inactive, PMI inhibitors -12.5%, P. falciparum M17LAP -8.7%, LYP phosphatase -1.8%, TNAP activation fold 1, PMI inhibition -9.8% and WT yeast gro inh mutant strain -8.7.
`CCOC(=O)C1=C(C)Nc2ncnn2C1c1cc(OC)ccc1OC` (stereo not given) gave P. falciparum M1AAP -2.3%, WT yeast gro inh -14.6, XIAP displacement -3.4%, Yfh1-depleted yeast inactive, PMI inhibitors 3.8%, P. falciparum M17LAP -1.7%, LYP phosphatase -5.0%, TNAP activation fold 1.2, PMI inhibition 1.7% and WT yeast gro inh mutant strain -7.9.
`Cc1nn(CC(=O)Nc2ccc(C(=O)N3CCCC3)cc2)c(=O)c2ccccc12` gave P. falciparum M1AAP 3.1%, WT yeast gro inh -10.5, XIAP displacement -1.3%, Yfh1-depleted yeast inactive, PMI inhibitors 5.9%, P. falciparum M17LAP -1.8%, LYP phosphatase 0.5%, TNAP activation fold 1.1, PMI inhibition 0.5% and WT yeast gro inh mutant strain -14.1.
CSc1cccc(CN2CCC(CO)(Cc3cccc(C(F)(F)F)c3)CC2)c1 was read as P. falciparum M1AAP 7.3%, WT yeast gro inh 57.4, XIAP displacement -13.9%, Yfh1-depleted yeast inactive, PMI inhibitors 13.1%, P. falciparum M17LAP 3.2%, LYP phosphatase -11.8%, TNAP activation fold 1, PMI inhibition 8.1% and WT yeast gro inh mutant strain 59.5.

A stretch taken from the entries so far, as a working copy:
For N#CC1=C(N)OC2=C(C(=O)CCC2)C1CCc1ccccc1 (stereo not given) the results were P. falciparum M1AAP 6.7%, WT yeast gro inh -10.5, XIAP displacement -9.6%, Yfh1-depleted yeast inactive, PMI inhibitors 16.7%, P. falciparum M17LAP 14.5%, LYP phosphatase -10.1%, TNAP activation fold 1.1, PMI inhibition 5.0% and WT yeast gro inh mutant strain -13.4.
Screening O=C(CCN1CCCCC1)c1ccc2c(c1)OCCO2 returned P. falciparum M1AAP -8.0%, WT yeast gro inh 6.3, XIAP displacement -0.4%, Yfh1-depleted yeast inactive, PMI inhibitors 36.1%, P. falciparum M17LAP -1.7%, LYP phosphatase -0.6%, TNAP activation fold 1.1, PMI inhibition 43.0% and WT yeast gro inh mutant strain 27.3.
